FadD28 FP inh = inhibitors of Mycobacterium tuberculosis FadD28 bisubstrate binding | FadD28 bisubstrate probe binding, fluorescence polarization | inhibition, % at 12.5 µM | 0.22% of 360,000 active | AID 588549; in the data active = inhibition above about 8.5%, passing the limit was not always enough; inconclusive = no clear call, values can overlap the other calls
Rv3671c protease = Rv3671c (M. tuberculosis) protease inhibition; inhibition, % at 5.96 µM; 0.048% of 320,000 active; AID 2606; in the data active = inhibition above about 38%;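 note: extracellular domain of Rv3671c used as enzyme; 0% = enzyme with DMSO and 100% = no enzyme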
Target sequence (P9WHR9 whole entry, looked up, the tested form may be a part): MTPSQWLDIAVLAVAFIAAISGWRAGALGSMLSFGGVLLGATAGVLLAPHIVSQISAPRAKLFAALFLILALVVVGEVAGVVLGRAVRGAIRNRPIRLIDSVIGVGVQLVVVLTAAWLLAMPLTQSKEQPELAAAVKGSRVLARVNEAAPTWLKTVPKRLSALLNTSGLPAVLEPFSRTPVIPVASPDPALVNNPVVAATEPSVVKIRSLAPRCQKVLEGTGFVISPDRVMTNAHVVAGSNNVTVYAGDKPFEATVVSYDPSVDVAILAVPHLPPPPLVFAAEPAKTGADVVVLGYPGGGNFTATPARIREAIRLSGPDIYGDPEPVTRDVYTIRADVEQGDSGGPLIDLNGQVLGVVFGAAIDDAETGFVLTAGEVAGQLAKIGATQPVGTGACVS
Mtb BioA inh = BioA (M. tuberculosis) enzyme inhibition; purified M. tuberculosis BioA enzyme, plate reader; inhibition, % at 9.99 µM; 0.096% of 360,000 active; in the data active = inhibition above about 40%; inconclusive = no clear call, values can overlap the other calls
Mtb UGM inh = blocks M. tuberculosis UGM enzyme. AID 504406. inhibition, % at 10 µM. 0.06% of 320,000 active. purified UGM, fluorescence polarization probe displacement; in the data active = inhibition above about 10%, passing the limit was not always enough; inconclusive = no clear call, values can overlap the other calls
CCHF vOTU inh = CCHFV vOTU protease inhibition | Pep-AMC fluorescence | inhibition, % at 11.5 µM | 0.55% of 370,000 active | AID 651958; note: 0% = vehicle wells with enzyme and 100% = no enzyme wells
MazF activator = increases E. coli MazEF RNase cleavage of RNA. FAM/BHQ RNA-DNA oligo cleavage fluorescence, 5 h. P0AE70. activation, % at 20 µM. 0.32% of 350,000 active; in the data active = activation above about 50%
Target sequence (P0AE70 whole entry, looked up): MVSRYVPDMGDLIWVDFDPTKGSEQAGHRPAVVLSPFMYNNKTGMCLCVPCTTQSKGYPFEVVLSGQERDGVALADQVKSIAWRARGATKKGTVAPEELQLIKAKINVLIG
Mtb FBA inh = Mtb fructose-bisphosphate aldolase inhibition; purified M. tuberculosis FBA, fluorescence read-out; P9WQA3; AID 588726; inhibition, % at 1 µM; 2.3% of 360,000 active; in the data active = inhibition above about 27%;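 note: 0% = vehicle and 100% = reference inhibitor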
Target sequence (P9WQA3 whole entry, looked up): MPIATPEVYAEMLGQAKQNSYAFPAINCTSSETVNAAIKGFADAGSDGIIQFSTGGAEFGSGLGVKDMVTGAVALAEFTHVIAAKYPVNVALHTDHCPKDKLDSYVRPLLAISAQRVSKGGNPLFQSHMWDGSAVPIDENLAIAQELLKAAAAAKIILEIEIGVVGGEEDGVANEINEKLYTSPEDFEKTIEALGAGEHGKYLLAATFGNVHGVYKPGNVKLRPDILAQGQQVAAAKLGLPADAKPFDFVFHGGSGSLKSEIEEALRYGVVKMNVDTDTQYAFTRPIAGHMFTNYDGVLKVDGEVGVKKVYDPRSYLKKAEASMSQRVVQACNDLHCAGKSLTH
DUSP3 inh = inhibitors of human VHR1 phosphatase (DUSP3); inhibition, % at 13.3 µM; recombinant VHR phosphatase, pNPP absorbance; P51452; 0.52% of 290,000 active; in the data active = inhibition above about 50%; note: some compounds called inactive have numbers as strong as hits
Target sequence (P51452 whole entry, looked up): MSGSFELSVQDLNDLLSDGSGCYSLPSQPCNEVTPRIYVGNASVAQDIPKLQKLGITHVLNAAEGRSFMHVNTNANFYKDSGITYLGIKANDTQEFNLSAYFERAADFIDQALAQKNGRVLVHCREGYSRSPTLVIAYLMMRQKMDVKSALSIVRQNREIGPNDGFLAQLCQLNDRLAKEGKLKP
GDH-TPI counter = inhibits GDH-TPI coupling enzymes, artifact for Mtb FBA screen. GDH-TPI coupled enzyme counterscreen, NADH absorbance. inhibition, % at 4.8 µM. 1.2% of 360,000 active. AID 588335;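 note: 0% = DMSO wells and 100% = wells lacking the enzyme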
BoNT-F LC inh = inhibitors of Botulinum neurotoxin F light chain protease. Multiplex microsphere protease cleavage assay, flow cytometry. 0.22% of 360,000 active. inhibition, % at 10 µM; in the data active = inhibition above about 35%, passing the limit was not always enough; inconclusive = no clear call, values can overlap the other calls; note: plate controls were buffer without enzyme for full effect and enzyme alone for no effect
Starred values were filed as active, the others as inactive; ? = inconclusive; · = not tested or not shown; & = joins results of further samples. Cut-off read from the data, not from the text of the source, unless noted: active = inhibition above about 30%; inactive = the rest.

Results follow in this order: FadD28 FP inh	Rv3671c protease	Mtb BioA inh	Mtb UGM inh	CCHF vOTU inh	MazF activator	Mtb FBA inh	DUSP3 inh	GDH-TPI counter	BoNT-F LC inh
O=C(O)COCC(=O)NC1CCN(Cc2ccccc2)CC1
 : -1.9	0	0.4	2.3	1	10	2	-7	2	·
O=P(O)(O)CCP(=O)(c1ccccc1)c1ccccc1
 : -0.6	-5	-2.1	1.0	-9	-9	2	16	5	0
Cc1cc(NS(=O)(=O)c2ccc(NC(=S)NC(=O)c3ccc(F)cc3)cc2)no1
 : 2.4	-8	-0.4	-2.0	-4	0	-2	-11	11	6
COc1ccc(N2C(=O)CNC2=S)cc1
 : 3.3	0	-1.8	5.9	0	9	-1	23	-10	-19
CS(=O)(=O)N(Cc1ccc(C(=O)NC2CCCC2)cc1)c1ccccc1
 : -1.0	4	·	-0.9	8	8	0	-3	-5	3
COc1ccc(OC)c(-c2cc(C(=O)Nc3c(C)nn(Cc4ccccc4C)c3C)no2)c1
 : -5.2	-17	·	-3.1	·	-5	1	15	-1	-10
CCC(=O)NCC(c1ccco1)N1CCN(c2ccc(OC)cc2)CC1 (centres undefined)
 : -3.5	-3	·	1.5	1	10	-3	26	1	-3
Cc1ccc(C)c(N(C(=O)CS(=O)CC(=O)Nc2ccc3c(c2)OCO3)C(C)C(=O)NC2CCCC2)c1 (centres undefined)
 : -4.4	-9	1.2	-1.4	-8	4	2	13	7	-3
COc1ccc(C(=O)Nc2cc(=O)[nH]c3ncnn23)cc1
 : -6.4	9	-0.4	-1.4	-7	1	1	13	-6	-11
CCOC(=O)C(C)Sc1nc(-c2ccccc2)nc2ccccc12 (centres undefined)
 : -1.3	-13	·	-5.3	-11	-5	1	0	2	0
O=C1c2ccccc2C(O)(Cc2ccccc2)N1Cc1ccco1 (centres undefined)
 : -1.9	4	1.1	1.0	-10	6	0	22	-4	-5
Cc1cccn2c(=O)c3cc(C(=O)N4CC(C)CC(C)C4)sc3nc12 (centres undefined)
 : 1.5	-4	·	-1.6	17	9	5	21	4	-21
N#Cc1cnn(-c2ccc([N+](=O)[O-])cc2[N+](=O)[O-])c1N
 : -3.5	·	0.2	·	2	7	-2	·	17	-5
Nc1nccc(SCc2ccccc2)n1
 : -4.7	·	-1.6	·	10	0	-4	·	5	-2
CC(OC(=O)c1cccnc1Cl)C(=O)Nc1ccc2c(c1)OCCO2 (centres undefined)
 : -1.0	0	·	1.2	-7	6	35*	22	-1	-6
COc1ccc(OC(=O)N(C)C[C@@H]2OCc3cn(nn3)CCCC(=O)N([C@@H](C)CO)C[C@H]2C)cc1
 : 0.6	·	-1.0&-0.8&-0.8	·	17	9	-2	·	-2	2
CC(C)CCOc1ccc(C(=O)NNC(=O)CNC(=O)c2ccccc2F)cc1
 : 0.4	10	3.0	0.1	11	8	-2	·	5	-11
COc1ccc(CNC(=O)Cn2c(=O)oc3ccccc32)cc1OC
 : -3.1	-2	·	2.1	6	-5	2	13	-4	4
O=C(Nc1ccnn1C1CCN(Cc2ccccc2OC(F)F)CC1)c1cccc(F)c1
 : -2.1	0	0.4	-1.8	15	5	3	13	8	0
COc1ccc(/C(C)=N/N=C(\C)c2ccc(OC)cc2OC)c(OC)c1
 : -2.6	-8	-0.1	0.2	-5	-3	-3	7	7	-6
CC(=O)N1CCN(C(=O)c2cc3c(s2)CCCC3)CC1
 : 0.0	·	1.5	·	2	-5	2	·	2	-131
CCOC(=O)c1ccc(NC(=O)CN2C(=O)C(CC)SC(CC)C2=O)cc1 (centres undefined)
 : -1.3	-14	·	2.6	3	-3	-5	16	-3	-7
O=C(Nc1cccc(S(=O)(=O)N2CCCC2)c1)c1ccc(Cl)nc1
 : -2.9	-2	-2.2	0.2	1	-2	-1	·	1	-5
COc1cccc(C(=O)NCCS(=O)(=O)N2CCc3ccccc3C2)c1
 : -3.5	8	0.7	1.2	2	6	-1	·	-3	2
O=C(COC(=O)c1ccccc1)Nc1ccc(Cl)cc1C(=O)c1ccccc1
 : 0.3	-7	-2.3	-0.7	18	-4	2	-13	8	-15
O=C(O)c1ccccc1C(=O)NCCc1ccc(Cl)cc1
 : -3.9	4	-0.1	2.5	0	-1	0	-11	-10	-1
COc1cc([N+](=O)[O-])ccc1NC(=O)C[n+]1ccccc1
 : 1.8	2	-1.4	1.6	9	-5	-1	23	14	-2
C[C@@H]1CN([C@H](C)CO)C(=O)CCCn2nncc2CO[C@H]1CN(C)CC1CC1
 : -0.5	·	1.1&-4.0	·	5	·	2	·	·	-13
Cc1cccc(C(=O)OCC(=O)NCCNC(=O)COC(=O)c2cccc(C)c2C)c1C
 : 0.0	-5	-0.4	0.8	8	-8	-3	1	3	0
O=C(O)c1ccc(S(=O)(=O)Nc2ccc(O)c(Sc3nc4ccccc4s3)c2)cc1
 : 5.0	-7	1.9	3.3	7	2	-4	11	8	-8
Cc1ccc2ncnc(Nc3cccc(C(=O)O)c3)c2c1
 : -2.2	10	·	-0.5	-9	-3	2	8	16	-2
C/C(=N\O)C1(C)N(O)C(C)(C)C(c2ccc(F)cc2)=[N+]1[O-] (centres undefined)
 : -4.0	11	·	0.7	3	4	3	-12	-11	-4
CC(C)c1ccc(NC(=O)C2CC(=O)N(C3CCCC3)C2)cc1 (centres undefined)
 : 2.0	0	-5.4	-1.1	6	-16	1	11	9	0
COC(=O)C(CC(C)C)NC(=O)c1ccc([N+](=O)[O-])cc1 (centres undefined)
 : -3.9	1	0.5	3.4	9	7	3	28	-1	?
COc1ccc(-c2csc(N3CCSCC3)n2)cc1
 : -0.3	-1	-0.4	0.7	-5	0	1	-1	-4	6
CN(C)S(=O)(=O)c1ccc(N2CCCC2)c(C(=O)Nc2nc(-c3ccc(F)cc3)cs2)c1
 : 0.1	-12	-0.7	1.4	0	-8	-4	-3	7	-2
CCOC(=O)C1=C(COC(=O)c2ccc(OC)c(S(=O)(=O)N3CCOCC3)c2)NC(=O)NC1C (centres undefined)
 : -1.4	·	3.6	·	17	-2	1	·	9	4
CCc1ccc(NC(=O)C(C)OC(=O)c2cccc(S(=O)(=O)N3CCc4ccccc4C3)c2)cc1 (centres undefined)
 : -2.4	-13	·	2.8	4	-11	-1	15	6	2
Cc1cc(Cl)c2oc(C(=O)NCC(C)(C)N3CCOCC3)c(C)c2c1
 : -1.1	0	-0.2	3.7	0	7	-1	20	-3	-3
OC(COc1ccc(Cl)cc1)CSc1ccccn1 (centres undefined)
 : -4.0	0	2.2	-3.9	-5	2	-1	9	-13	-17
CCc1nc2ccc(C(=O)NCCc3c[nH]c4ccccc34)cn2c1N(C)Cc1ccc(N(C)C)cc1
 : -1.6	·	-2.4	·	0	·	-3	·	9	-3
O=C(CSc1nnc(-c2cccs2)n1Cc1ccccc1)N1CCc2ccccc2C1
 : -6.3	1	12	-1.8	7	5	-1	8	-5	3
Cc1ccc(Cl)cc1NC(=S)N(Cc1ccco1)C(C)c1cccs1 (centres undefined)
 : -6.7	7	-3.0	1.6	-1	-2	-3	8	22	-3
Cc1cc(C(=O)Nc2nc(C)c(C(=O)N(C)C)s2)ccc1[N+](=O)[O-]
 : -0.5	-12	·	-0.8	0	3	-2	-5	8	-4
CSc1ccc(Cl)c(C(=O)NCCOc2cc(C)ccc2C(C)C)c1
 : -1.2	-28	-1.2	2.3	-9	1	0	19	13	0
CCCOc1ccccc1C1NC(=O)NC(C)=C1C(=O)OCCOC(C)C (centres undefined)
 : -3.2	4	-0.3	1.0	1	0	-2	-12	-3	0
Cc1c(Cl)cccc1NC(=O)Nc1cc(C(C)(C)C)nn1C
 : -3.1	-2	0.6	1.2	4	11	-3	14	-6	·
COc1ccccc1-c1nc(S(=O)(=O)c2ccccc2)c(N2CCOCC2)o1
 : -1.6	-4	1.6	-2.1	8	-13	1	9	11	0
Cc1ccc(NC(=O)CSc2nnc(Cc3ccccc3)o2)c(C)c1
 : -2.2	-2	·	-2.5	-2	2	0	26	2	-4
COC(=O)c1nn(-c2ccccc2)nc1-c1nn(-c2ccccc2)nc1C(=O)OC
 : -7.8	4	-0.1	-1.6	11	-3	-9	19	-5	-8
O=C(CCCn1c(=O)[nH]c2ccsc2c1=O)NC1CCCCC1
 : -1.5	5	-6.1	0.3	-2	-9	-2	12	-1	-17
CCOc1ccc(NC(=O)Cn2nnc(-c3ccccc3NC(=O)C3CC3)n2)cc1
 : -4.3	-1	-2.7	0.9	9	-26	2	32	5	-4
Cc1cc(C(=O)CN2C(=O)C(=O)N(Cc3ccco3)C2=O)c(C)n1CCc1ccc(F)cc1
 : -2.4	-3	-0.6	2.3	8	8	-2	·	2	-3
CC12CN3CC(C)(CN(C1)C3c1ccccc1F)C2 (centres undefined)
 : -0.6	3	·	0.9	-16	-4	3	18	9	-9
NS(=O)(=O)c1ccc(CCNC(=O)c2cccc([N+](=O)[O-])c2)cc1
 : 0.9	-1	·	-0.1	-3	4	2	-4	-3	-4
N#Cc1c(F)cccc1N1CCC(C#N)CC1
 : -2.5	3	·	-2.6	-21	2	31*	14	6	?
CN1CCN(c2nc(-c3ccc(Br)cc3)nnc2-c2ccccc2)CC1
 : -6.0	-6	0.0	1.1	-4	0	-3	6	-1	20
Cc1ccc(S(=O)(=O)NC(C(=O)N2CCOCCOCCOCC2)C(C)C)cc1 (centres undefined)
 : 1.2	-13	-2.9	0.9	-7	9	-1	17	-2	9
O=[N+]([O-])c1c(NCCO)cc(N2CCCCCC2)c2nonc12
 : -3.6	-4	1.7	-0.6	-2	6	-11	-7	27	?
CC(C)CN(C(=O)CCCSc1nc2ccccc2[nH]1)c1c(N)n(Cc2ccccc2)c(=O)[nH]c1=O
 : -1.2	-7	-0.8	-2.4	3	-5	7	·	-5	?

Part of the list above, field by field:
smiles: CN1CCN(c2nc(-c3ccc(Br)cc3)nnc2-c2ccccc2)CC1
  FadD28 FP inh: -6.0 | Rv3671c protease: -6 | Mtb BioA inh: 0.0 | Mtb UGM inh: 1.1 | CCHF vOTU inh: -4 | MazF activator: 0 | Mtb FBA inh: -3 | DUSP3 inh: 6 | GDH-TPI counter: -1 | BoNT-F LC inh: 20

smiles: N#Cc1c(F)cccc1N1CCC(C#N)CC1
  FadD28 FP inh: -2.5 | Rv3671c protease: 3 | Mtb BioA inh: · | Mtb UGM inh: -2.6 | CCHF vOTU inh: -21 | MazF activator: 2 | Mtb FBA inh: 31* | DUSP3 inh: 14 | GDH-TPI counter: 6 | BoNT-F LC inh: ?

Carrying on:
Results follow in this order: FadD28 FP inh	Rv3671c protease	Mtb BioA inh	Mtb UGM inh	CCHF vOTU inh	MazF activator	Mtb FBA inh	DUSP3 inh	GDH-TPI counter	BoNT-F LC inh
CC(=O)c1ccc(NS(=O)(=O)c2cccc3cccnc23)cc1
 : -0.8	·	-1.3	·	20	0	0	·	12	-10
CN(C)C(=S)N=c1ssc(=S)n1Cc1ccccc1
 : -1.0	·	·	·	-7	-2	-1	·	9	0
CCOc1ncccc1C(=O)NNC(=O)c1cccc(S(=O)(=O)N2CCOCC2)c1
 : 1.1	-4	1.0	0.6	4	8	0	·	11	·
Cc1csc(NC(=O)c2ccccc2O)n1
 : -1.4	2	-0.8	-2.1	-36	-8	66*	8	21	-1
COc1ccc(CNc2cccc(F)c2)cc1Br
 : -5.0	-1	1.0	-0.9	-4	3	-3	35	-14	18
Cc1ccc(OC(=O)N(C)C[C@H]2OCc3cnnn3CCCC(=O)N([C@H](C)CO)C[C@@H]2C)cc1
 : -0.6	·	1.1&1.6&-3.1	·	1	-10	1	·	-5	6
C[C@@H]1C=C(C(=O)N2CCN(Cc3ccccc3)CC2)O[C@H](OCc2ccc(CO)cc2)C1
 : 1.0	-1	-0.3&-0.4	0.2	-2	4	11	35	15	-8
COc1cc(C(=O)NC(C)c2ccccc2)ccc1OCC(=O)N1CCOCC1 (centres undefined)
 : -1.0	-6	4.3	-1.2	-6	7	0	·	-3	-12
CCc1nnc(NC(=O)CCC(=O)N2CCN(c3cc(C)ccc3C)CC2)s1
 : -0.6	0	0.5	-2.7	-5	3	1	9	-2	-8
O=C(NCCN1CCOCC1)Nc1ccc(Cl)cc1Cl
 : -1.6	-7	-1.4	1.2	8	3	1	4	3	-4
